Source: PubChem BioAssay (several laboratories)
NR2E3 ag-1 = human photoreceptor-specific nuclear receptor agonism; CHO-S Gal4-NCOR/VP16-NR2E3 two-hybrid, luciferase; inhibition of corepressor binding, % at 3.98 µM; hit rate 0.35% among 360,000; AID 602229;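 active = inhibition above the mean of all tested compounds plus 3 SD, cut at about 70% in these data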;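 also: 0% = DMSO with NR2E3 transfected cells and 100% = cells lacking NR2E3 construct; higher means lower luciferase signal from less NR2E3 corepressor binding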
Target sequence (Q9Y5X4 whole entry, looked up, the tested form may be a part): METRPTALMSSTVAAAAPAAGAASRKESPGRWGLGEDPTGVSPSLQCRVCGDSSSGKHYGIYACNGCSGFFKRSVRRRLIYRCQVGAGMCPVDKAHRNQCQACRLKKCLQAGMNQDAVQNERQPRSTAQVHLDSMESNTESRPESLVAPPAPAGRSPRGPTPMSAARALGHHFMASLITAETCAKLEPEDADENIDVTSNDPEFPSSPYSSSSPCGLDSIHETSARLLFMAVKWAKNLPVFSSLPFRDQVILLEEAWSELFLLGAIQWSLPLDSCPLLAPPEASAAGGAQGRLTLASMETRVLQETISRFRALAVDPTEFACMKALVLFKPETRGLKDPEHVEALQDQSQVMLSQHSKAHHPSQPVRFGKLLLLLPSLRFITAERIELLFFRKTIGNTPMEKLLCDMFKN
KKLEB cytotox = CF airway cell cytotoxicity counter-screen; KKLEB CF airway cells viability, ATPlite luminescence, overnight; hits give low values; cells stimulated with P. aeruginosa culture filtrate; activity change (cytotoxicity), % at 5 µM; hit rate 0.36% among 360,000;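 active = corrected activity change at or below -50% at 5 µM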
TRPM1 prom inh = MITF TRPM1 promoter inhibition in SK-MEL-5 cells; SK-MEL-5 TRPM1 promoter luciferase, 24 h; inhibition, % at 12.5 µM; hit rate 0.83% among 330,000; AID 488899;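 active = mean inhibition across replicates of 60% or more, whatever share of single replicates reaches that level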; also: values of inactives mirror those of a sister screen read the other way
NR2E3 ag-2 = activates human photoreceptor nuclear receptor NR2E3 | Q9Y5X4 | GST-NR2E3/biotin-RetCOR TR-FRET, 1536-well | inhibition of corepressor binding, % at 4.78 µM | hit rate 0.12% among 320,000 | AID 2300;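 active = percent inhibition above the cutoff of mean plus 3 SD of all tested compounds, set per screening campaign, cut at about 20% in these data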;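 also: 0% = DMSO wells and 100% = biotin wells as full block of FRET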
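Material: NR2E3–RetCOR corepressor complex / Amount: 1.35 nM GST-NR2E3 / Medium: Tris pH 7.5 / Compound: single nominal compound dose of 4.8 µM / Incubation: 5 h at 4 °C / Technique: TR-FRET, Eu(K)-anti-GST donor, streptavidin-D2 acceptor, ex 340, em 617/671 nm / Read-out basis: percent loss of FRET ratio relative to control wells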
TRAIL sens C8 = caspase-8 TRAIL sensitization; NB7+C8 cells + TRAIL, ATPlite viability luminescence; inhibition (viability loss, TRAIL sensitization), % at 10 µM; hit rate 1% among 360,000;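 active = compounds causing at least 50% loss of cell viability in the single-dose screen, relative to plate controls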
Shn3 inh set2 = reduces Shn3 3'UTR luciferase signal in osteoblasts | hit rate 0.52% among 360,000 | inhibition, % at 12.5 µM | Clone20 osteoblast Shn3 3'UTR firefly luciferase, 24 h;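 active = mean inhibition of at least 75% with every replicate also reaching 75%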;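 also: 0% = median of neutral control wells and 100% = pilot-screen positive control compound; some compounds past the cut are filed as inactive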
EBV LMP1 NFkB = inhibitors of Epstein-Barr LMP1-induced NF-kappaB reporter. LMP1-induced NF-kappaB luciferase reporter cells, luminescence. inhibition, % at 12.5 µM. hit rate 0.69% among 350,000. AID 504558; in the data active = inhibition above about 41%;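 also: 0% = neutral control wells and 100% = reference inhibitor control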
Peg3 promoter = Peg3 promoter activity inhibition. HeLa PEG-Prom luciferase reporter, luminescence, overnight. inhibition, % at 20 µM. hit rate 1.7% among 360,000. AID 588405;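 active = inhibition of at least 50% at 20 µM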
HIF-2a block = HIF-2a inhibition. hit rate 0.72% among 360,000. AID 624352. inhibition, % at 18.8 µM. 786-0 RCC cells HIF-2a reporter, luciferase luminescence, overnight;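 active = inhibition of the luminescence signal of 40% or more relative to plate controls, in a single-dose primary screen at 18.75 µM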
iPSC survival up = hiPSC single-cell survival enhancement; ATPlite luminescence; 100% = ROCK inhibitor wells, 0% = DMSO; survival enhancement, % at 20 µM; hit rate 0.044% among 360,000; in the data active = survival enhancement above about 18%;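 also: cells exposed to compounds for 16 hours before the ATP read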
CF NFkB inh = inhibitors of cystic fibrosis induced NF-kB. KKLEB NF-kB-GFP reporter, PAF-induced, GFP fluorescence overnight. inhibition, % at 5 µM. hit rate 0.86% among 360,000. AID 588850;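 active = at least 50% inhibition at 5 µM, scaled per plate between neutral and stimulator controls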;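 also: PAF is a Pseudomonas aeruginosa culture filtrate used as stimulus; plate controls were PAF-stimulated DMSO wells for no effect and unstimulated DMSO wells for full effect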
An asterisk follows results filed as active; x = no result given; & = joins results of further samples. These rows are one share of the data; the hit share may differ from the screen's.

SMILES | NR2E3 ag-1 | KKLEB cytotox | TRPM1 prom inh | NR2E3 ag-2 | TRAIL sens C8 | Shn3 inh set2 | EBV LMP1 NFkB | Peg3 promoter | HIF-2a block | iPSC survival up | CF NFkB inh
O=C(CSc1nnc2n(C3CCCCC3)c(=O)c3ccccc3n12)OC1CCCCC1 | 1 | -9 | -14 | -3 | 7 | -12 | 3 | 6 | 4 | 4.9 | 22
Cc1ccc(NC(=O)C(C)N2C(=O)c3ccccc3S2(=O)=O)cc1Cl (configuration not stated) | -3 | 2 | -3 | 1 | -24 | 22 | -3 | -17 | 4 | -0.4 | 11
O=C(NNC(=O)C1CCC1)c1ccc(Br)cc1 | 2 | 7 | -7 | 3 | -10 | -5 | 1 | -11 | -7 | 0.0 | 13
Cc1ccccc1-c1nnn(Cc2ccc(-c3nn[nH]n3)cc2)n1 | 6 | -10 | 8 | -2 | 1 | -3 | -7 | 14 | 13 | 1.6 | 22
COc1ccccc1NC(=S)N(CCN1CCOCC1)Cc1ccccc1F | -49 | -2 | 2 | 3 | 0 | 9 | -5 | 7 | 6 | -0.3 | -1
Cc1cc(Br)ccc1NC(=O)CN(C)C(=O)CNC(=O)Cc1ccccc1 | 4 | -13 | -3 | 1 | -14 | -11 | -4 | -3 | 7 | 0.1 | 29
Cc1ccc2[nH]c3c(c2c1)CN(C(C)C)CC3 | 26 | 8 | 10 | -2 | -12 | 1 | 1 | 31 | 13 | 0.5 | -33
Cc1cccc(NC(=O)COC(=O)Cc2cccc(C(F)(F)F)c2)c1C | 0 | 8 | 3 | 1 | -4 | -5 | 5 | 23 | 8 | -2.7 | -2
COc1cccc(OCC(=O)NNC(=O)C(=O)Nc2cccc(C)c2)c1 | -38 | 15 | 3 | -3 | 11 | -32 | -15 | -49 | -78 | -0.3 | -37
COc1cc(CN2CCN(Cc3ccc4cc(F)ccc4n3)CC2CCO)cc(OC)c1 (configuration not stated) | -17 | 1 | 13 | -1 | -13 | 11 | -4 | 28 | 22 | -0.3 | 2
CCOC(=O)c1cnc(-n2nc(C)cc2C)[nH]c1=O | -15 | 14 | 3 | 2 | 4 | 3 | 0 | -4 | 11 | -0.2 | -14
Oc1c(Br)cc(Br)cc1C=Nc1ccc2c(c1)OCO2 | -12 | 10 | 3 | 1 | -16 | -40 | -1 | -7 | -23 | 0.7 | 14
O=C(NCc1ccco1)c1cccnc1Cl | 12 | 19 | 3 | 0 | 0 | -19 | 1 | 10 | 10 | 1.1 | -10
COc1ccc2[nH]c(=O)c(CN(C(=O)c3cccnc3)c3ccccc3)cc2c1 | -10 | 2 | 13 | 0 | -20 | -11 | -3 | -2 | -16 | 10 | 5
COc1ccc(C(=O)Nc2ccc(S(=O)(=O)Nc3nccnc3OC)cc2)cc1 | -1 | -5 | 8 | -1 | -23 | -13 | 1 | 15 | 20 | 2.2 | 9
O=[N+]([O-])c1ccc(C2=CSC3=NCCN23)cc1 | -20 | 3 | 0 | 1 | -2 | -13 | 6 | 1 | 8 | 0.1 | -13
O=C(NCc1ccccc1Cl)C1CCC(=O)N1Cc1ccc(F)cc1 (configuration not stated) | -35 | -10 | -10 | -1 | -17 | -12 | -1 | 9 | 24 | -0.8 | 6
CC(C)(C)NC(=O)CSc1nc(N)c(NC(=O)c2ccccc2F)c(=O)[nH]1 | 6 | 4 | -3 | 1 | 1 | 3 | -2 | 9 | 12 | 0.6 | 6
COC(=O)c1ccc(N=C2SCC(=O)N2C)cc1 | -20 | 3 | 6 | 1 | 16 | -4 | 1 | 0 | -12 | 0.3 | 11
CC(=O)N1CC(=O)N=C1SCC(=O)Nc1nc(C)c(-c2ccccc2)s1 | -7 | 20 | -7 | 0 | 9 | -6 | -9 | -47 | -91 | -0.3 | 51*

Some of the entries above, set out differently.
smiles: Oc1c(Br)cc(Br)cc1C=Nc1ccc2c(c1)OCO2
  NR2E3 ag-1 = -12
  KKLEB cytotox = 10
  TRPM1 prom inh = 3
  NR2E3 ag-2 = 1
  TRAIL sens C8 = -16
  Shn3 inh set2 = -40
  EBV LMP1 NFkB = -1
  Peg3 promoter = -7
  HIF-2a block = -23
  iPSC survival up = 0.7
  CF NFkB inh = 14
smiles: CC(=O)N1CC(=O)N=C1SCC(=O)Nc1nc(C)c(-c2ccccc2)s1
  NR2E3 ag-1 = -7
  KKLEB cytotox = 20
  TRPM1 prom inh = -7
  NR2E3 ag-2 = 0
  TRAIL sens C8 = 9
  Shn3 inh set2 = -6
  EBV LMP1 NFkB = -9
  Peg3 promoter = -47
  HIF-2a block = -91
  iPSC survival up = -0.3
  CF NFkB inh = 51*
smiles: CCOC(=O)c1cnc(-n2nc(C)cc2C)[nH]c1=O
  NR2E3 ag-1 = -15
  KKLEB cytotox = 14
  TRPM1 prom inh = 3
  NR2E3 ag-2 = 2
  TRAIL sens C8 = 4
  Shn3 inh set2 = 3
  EBV LMP1 NFkB = 0
  Peg3 promoter = -4
  HIF-2a block = 11
  iPSC survival up = -0.2
  CF NFkB inh = -14

(next part)
SMILES | NR2E3 ag-1 | KKLEB cytotox | TRPM1 prom inh | NR2E3 ag-2 | TRAIL sens C8 | Shn3 inh set2 | EBV LMP1 NFkB | Peg3 promoter | HIF-2a block | iPSC survival up | CF NFkB inh
Cc1cccc(N2CCN(C(=O)c3ccc(N4CCCC4=O)cc3)CC2)c1C | 13 | 5 | 3 | 2 | 6 | 0 | 5 | 15 | 22 | 0.7 | 19
Cc1c(C)n(Cc2ccc(F)cc2)c2ccc(C(=O)NCCCN3CCOCC3)cc12 | -20 | -2 | -2 | -2 | 3 | 20 | 11 | 13 | 8 | 1.0 | 0
O=[N+]([O-])c1ccccc1S(=O)(=O)N1CCN(C2CCN(Cc3ccccc3)CC2)CC1 | -1 | -10 | 0 | 3 | -7 | -2 | -2 | 0 | -1 | 0.3 | 7
CC(=O)C1=CCC(c2ccccc2)N(S(=O)(=O)c2ccccc2C)C1 (configuration not stated) | -19&-15 | -17&-5 | x | x | 28&-14 | 10&11 | x | 11&6 | 18&13 | 7.6&-0.1 | 10&12
CC(Oc1ccc2c3c(c(=O)oc2c1)CCC3)C(=O)NCc1ccccn1 (configuration not stated) | -27 | 5 | -4 | 3 | -14 | 17 | 0 | -10 | -17 | -0.3 | -1
Oc1ccc2cccnc2c1 | 0 | 10 | 4 | 2 | -18 | -2 | 19 | 8 | 12 | -2.0 | -10
O=C(Nc1nnc(SCc2ccccc2F)s1)c1ccco1 | -66 | 6 | -9 | 0 | 6 | -6 | -7 | -21 | -67 | -1.6 | -13
CC(C)(C)c1ccc(/C=N/OCC(=O)NCc2ccccc2)cc1 | -30 | -13 | -7 | 1 | -14 | -1 | 5 | 19 | -16 | -0.1 | 5
CCc1cc2c3c(c1)/C(=C1/SC(N)=NC1=O)C(=O)N3C(C)(C)C=C2C | -1 | 6 | 6 | 0 | -1 | 18 | 1 | 26 | 13 | -1.6 | 9
COc1cccc(NC(=S)NNC(=O)Cn2nc(C(F)(F)F)cc2C)c1 | -8 | -1 | -7 | -3 | -4 | -13 | -2 | -7 | 0 | -0.3 | -2
Cc1cccc(-n2ncc(C#N)c2-n2cccc2)c1 | -69 | 1 | 3 | 3 | -4 | -12 | 2 | 17 | 4 | -1.3 | 12
COc1ccc2oc(C(=O)Nc3ccccn3)c(C)c2c1 | -130 | 0 | 11 | 6 | 62* | -67 | -6 | -174 | -91 | -0.3 | -40
Cc1ccc(C)c(N2CCN(C(=O)C3CCN(S(=O)(=O)c4cccc5nsnc45)CC3)CC2)c1 | -9 | -5 | 20 | 1 | 13 | 29 | 9 | 11 | 16 | -3.4 | 18
NS(=O)(=O)c1ccc(CNC(=O)CSc2nc3ccc(Cl)cc3[nH]2)cc1 | -36 | 7 | 2 | 0 | -17 | 8 | 1 | 7 | 7 | 0.2 | 5
CCCn1c(O)c(N=N)c2ccccc21 | -7 | 0 | 5 | -3 | 6 | -9 | 3 | 5 | 12 | 1.0 | 7
CC(C)(C)OC(=O)C[C@H]1C/C=C\C[C@H](CC(=O)NCCO)C(=O)NCCOC1=O | -11 | 10 | -14 | x | -14 | -13 | 4 | -22 | -7 | 1.2 | -5
CCOC(=O)c1ccc(NC(=S)N(CCCN2CCCCC2)Cc2ccco2)cc1 | -8 | -25 | 1 | -1 | 1 | -7 | 9 | 2 | 11 | 0.3 | 21
CCc1nc(NC2CCCCC2)c(C#N)c2c1COC(C)(C)C2 | -2 | -11 | -12 | 0 | 1 | 20 | 5 | 30 | 25 | -1.4 | 7
COC(=O)[C@H](CCSC)NC(=O)Nc1ccc(C(C)=O)cc1 | -14 | -10 | 3 | 0 | -8 | 11 | 3 | 8 | -1 | -0.4 | 10
OCCCCNCc1cc(Br)ccc1OCc1ccccc1F | -3 | -2 | -10 | -5 | -2 | 18 | 1 | -4 | 22 | -0.8 | 7
COc1ccc2nnc(-c3ccc(C(F)(F)F)cc3)n2n1 | 13 | -16 | 12 | -2 | 4 | -1 | 5 | 25 | 21 | -0.4 | 2
COc1ccc(NC(=O)Cn2nnc(-c3ccccc3)c2COc2ccc(C(C)=O)cc2)cn1 | 3 | -29 | x | x | -15 | -34 | x | -6 | 4 | -3.2 | -12
CC(=O)Nc1ccc(OCC(O)Cn2nc(C)c(C(C)=O)c2C)cc1 (configuration not stated) | -27 | 2 | 4 | 1 | 12 | -17 | 3 | 11 | 10 | -1.5 | 1
CN(c1ccc(OCC(=O)NCCc2ccccc2)cc1)S(=O)(=O)c1ccc(Cl)cc1 | -8 | 5 | -18 | 3 | 2 | -14 | -11 | -26 | -70 | 0.2 | -9
Cc1ccc(CN(C(=O)Cn2nnc3ccccc32)C(C(=O)NCc2ccco2)c2ccc(C)o2)cc1 (configuration not stated) | -34 | 6 | 10 | 3 | -17 | 14 | 2 | 15 | 15 | -1.5 | -14
C/C(=N\O)C(=O)NCC1CCNCC1 | -8 | 3 | 3 | -2 | -15 | 25 | -3 | -6 | -2 | -1.6 | -5
Cc1ccc(C(=O)NCC(c2ccco2)N2CCc3ccccc3C2)cc1C (configuration not stated) | -23 | 1 | -1 | -3 | 7 | -8 | 1 | -5 | 11 | 0.0 | 5

As entered above:
Under KKLEB cytotox, CC(C)(C)OC(=O)C[C@H]1C/C=C\C[C@H](CC(=O)NCCO)C(=O)NCCOC1=O has the entry 10
Under TRPM1 prom inh, CCc1cc2c3c(c1)/C(=C1/SC(N)=NC1=O)C(=O)N3C(C)(C)C=C2C has the entry 6
Under TRPM1 prom inh, COc1ccc(C(=O)Nc2ccc(S(=O)(=O)Nc3nccnc3OC)cc2)cc1 has the entry 8
Under Shn3 inh set2, CCOC(=O)c1cnc(-n2nc(C)cc2C)[nH]c1=O has the entry 3
Under EBV LMP1 NFkB, Cc1cccc(-n2ncc(C#N)c2-n2cccc2)c1 has the entry 2
Under HIF-2a block, O=[N+]([O-])c1ccc(C2=CSC3=NCCN23)cc1 has the entry 8
Under NR2E3 ag-2, CC(=O)Nc1ccc(OCC(O)Cn2nc(C)c(C(C)=O)c2C)cc1 (configuration not stated) has the entry 1
